LmPK inhibitor: inhibitors of Leishmania mexicana pyruvate kinase | Q27686 | purified LmPK, Kinase-Glo ATP luminescence, 1 h | Potency, µM (doses to about 57.5 µM), without a hit: at the top dose activity change, negative = inhibition, hits mostly inhibitors | 290,000 compounds, 0.37% hits | AID 1721; further: potency means the concentration at half of the fitted maximal effect
Target sequence (Q27686 whole entry, looked up): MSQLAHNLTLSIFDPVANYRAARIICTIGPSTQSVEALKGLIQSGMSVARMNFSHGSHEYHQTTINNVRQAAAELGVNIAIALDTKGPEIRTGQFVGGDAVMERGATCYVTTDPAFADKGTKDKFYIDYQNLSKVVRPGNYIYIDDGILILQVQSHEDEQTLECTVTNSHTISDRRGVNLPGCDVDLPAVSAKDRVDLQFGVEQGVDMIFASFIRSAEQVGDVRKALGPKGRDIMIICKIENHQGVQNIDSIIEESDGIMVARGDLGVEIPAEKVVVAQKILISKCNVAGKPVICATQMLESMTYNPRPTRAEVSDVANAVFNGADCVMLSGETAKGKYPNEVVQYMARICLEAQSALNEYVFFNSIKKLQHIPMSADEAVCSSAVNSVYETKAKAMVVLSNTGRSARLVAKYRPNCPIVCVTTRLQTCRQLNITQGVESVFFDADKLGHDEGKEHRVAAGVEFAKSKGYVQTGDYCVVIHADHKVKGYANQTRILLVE
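Screened at intermediate enzyme activity to detect both inhibitors and activators: LmPK at 0.1 nM, with a 0.5 nM enzyme column as activation reference. PEP 0.5 mM, ADP 0.1 mM; ATP detected by luminescence after 1 h.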
HCV inhibitor: inhibitors of hepatitis C virus infection; Huh7.5.1 HCVcc-Cre infection, luciferase reporter, 44 h; 340,000 compounds, 3.4% hits; AID 651820; Potency, µM (doses to about 41.8 µM), without a hit: at the top dose activity change, negative = inhibition, actives largely listed as inhibitors; further: potency means the concentration at half of the fitted maximal effect
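1,000 cells/well; 4 h culture; + compound; + HCVcc-Cre (~0.5 moi); 44 h; luciferase substrate, RT 15 min; read 15 sec.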
AmpC inh no detg: AmpC beta-lactamase inhibition without detergent | AmpC nitrocefin hydrolysis, absorbance 480 nm, 0.0001% Triton | Potency, µM (top dose mostly 57.1 µM), inactives show at the highest dose activity change, negative = inhibition, most hits filed as inhibitors | 330,000 compounds, 0.52% hits | AID 485341;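 further: potency means the concentration at half of the fitted maximal effect; plate controls were no compound for no effect and no enzyme for full effect; nearly all actives have a fitted effect of over 20% in size; some results filed as inactive show a strong effect at the top dose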
Target sequence (P00811 whole entry, looked up): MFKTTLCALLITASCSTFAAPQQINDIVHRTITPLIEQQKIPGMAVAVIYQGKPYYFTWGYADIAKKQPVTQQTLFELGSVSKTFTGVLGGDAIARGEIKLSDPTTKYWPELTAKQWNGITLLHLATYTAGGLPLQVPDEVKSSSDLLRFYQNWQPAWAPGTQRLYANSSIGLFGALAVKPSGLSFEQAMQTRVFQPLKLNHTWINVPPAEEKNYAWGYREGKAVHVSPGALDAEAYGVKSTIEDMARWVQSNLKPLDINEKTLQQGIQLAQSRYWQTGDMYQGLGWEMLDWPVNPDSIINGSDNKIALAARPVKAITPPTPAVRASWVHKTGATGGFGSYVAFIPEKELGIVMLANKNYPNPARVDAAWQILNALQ
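20 mM phosphate pH 7.0 + 0.01% (detergent screen) or 0.0001% Triton X-100; 5.3 nM AmpC reagent; cpd preinc 15 min RT; nitrocefin (800 uM stock) to start; A480 q20 s × 4 min; Activity was normalised to no-enzyme and no-compound control wells.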
AmpC inh detg: inhibitors of E. coli AmpC beta-lactamase with detergent | Potency, µM (titrated, usually from 114 µM), for inactives: at the top dose activity change, negative = inhibition, actives largely listed as inhibitors | 370,000 compounds, 0.041% hits | AmpC hydrolysis of nitrocefin, absorbance 480 nm, 0.01% Triton;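 further: potency means the concentration at half of the fitted maximal effect; 0% = no-compound wells and -100% = no-enzyme wells; nearly all actives have a fitted effect of over 25% in size; some results filed as inactive show a strong effect at the top dose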
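20 mM phosphate pH 7.0 + 0.01% (detergent screen) or 0.0001% Triton X-100; 5.3 nM AmpC reagent; cpd preinc 15 min RT; nitrocefin (800 uM stock) to start; A480 q20 s × 4 min; Activity was normalised to no-enzyme and no-compound control wells.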
AMA1-RON2 inh: AMA1-RON2 (P. falciparum) interaction inhibition. AID 720542. Potency, µM (highest dose often 58.2 µM), inactives show at the highest dose activity change, negative = inhibition, hits mostly inhibitors. 360,000 compounds, 0.2% hits. AlphaScreen AMA1-biotinylated RON2 peptide binding;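 further: potency means the concentration at half of the fitted maximal effect; 0% = vehicle wells and -100% = peptide control; nearly all actives have a fitted effect of over 45% in size; some results filed as inactive show a strong effect at the top dose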
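AMA1 (3D7) with his tag at 25 nM final met compounds first, then biotinylated RON2 peptide at 25 nM; detection used donor plus acceptor beads, 10 µg/mL apiece, read by AlphaScreen after 30 min at room temperature.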
HCMV inh: blocks human cytomegalovirus replication | HFF cells, HCMV-luciferase reporter, 72 h; active compounds read low | activity change, negative = inhibition, % at 57.5 µM | 410,000 compounds, 4.5% hits | AID 1259415; in the data active means activity change below about -60%; inconclusive means no clear call, values can overlap the other calls; inactive means above about -39%
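Two-dose cell screen: HFF monolayers treated with compounds and infected with luciferase-expressing HCMV at 1 PFU/cell, 72 h at 37C, then lysed for luciferase measurement.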
TbPYK inhibitor: blocks Trypanosoma brucei pyruvate kinase | TbPYK enzyme, Kinase-Glo Plus ATP luminescence, 45 min | Potency, µM (doses to about 76.8 µM), without a hit: top-dose activity, negative = inhibition, hits mostly inhibitors | 410,000 compounds, 0.12% hits; further: potency means the concentration at half of the fitted maximal effect; nearly all actives have a fitted effect of over 50% in size
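Screened from lowest to highest concentration, compounds were pinned into TbPYK/substrate mixtures, and ADP (130 uM final) was added. Plates sat at room temperature for 45 min prior to Kinase-Glo Plus detection by luminescence.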
Starred values were filed as active, the others as inactive; ? = inconclusive; · = no result given; & = joins results of further samples; [ ] = remark or other dose. Unless noted, the call rests on the fitted dose curve; in most records, active means well fitted curve in the direction sought with a large enough effect; inconclusive means small, poorly fitted or top-dose-only effect, or another doubt; inactive means no such curve, though single readings can be large; an effect the other way counts as inactive or inconclusive. Unless noted, on the % scale 0 is the no-effect control and ±100 the full control effect. This is a random part of the collection, and some 7.5% of all compounds hit somewhere here.

SMILES | LmPK inhibitor | HCV inhibitor | AmpC inh no detg | AmpC inh detg | AMA1-RON2 inh | HCMV inh | TbPYK inhibitor
CCOc1cc(C2NN=C(c3ccccc3)S2)ccc1OCc1ccccc1Cl (stereo not drawn) | -18% | ? | -30% | -12% | 14% | 192 | -14%
CCCCN(C(=O)c1c(CC)noc1C)c1c(N)n(CCCC)c(=O)[nH]c1=O | · | ? | -2% | -6% | 2% | -22 | -2%
CCOC(=O)C(=Cc1c[nH]c2ccc(S(=O)(=O)N(C)C)cc12)C(=O)OCC | 5% | -6% | -24% | 3% | -1% | 21 | -4%
CCCOc1cc(C)c(S(=O)(=O)N2CCN(C)CC2)cc1C | 1% | ? | 131%[activator] | ? | -3% | -36 | -7%
O=C(CNC(=O)c1ccccc1F)N/N=C/c1cccs1 | 0% | 11% | -17% | 0% | 28% | 8 | -5%
Cc1ccc(-c2noc(CN(C3CCCCC3)S(=O)(=O)c3ccc(C)cc3)n2)cc1 | · | · | · | 7% | · | ? | 1%
CC(=O)N1c2ccc(S(=O)(=O)N3CCC(C(=O)Nc4cccc(C)n4)CC3)cc2CC1C (stereo not drawn) | 2% | 1.3µM* | 28% | -7% | 10% | -87* | 3%
O=C(NC(Cc1ccccc1)C(=O)O)/C(=C/c1ccc(Br)cc1)NC(=O)c1ccc(Br)o1 (stereo not drawn) | -7% | 17% | -31% | 0% | 17% | -6 | 3%
COc1ccc(-c2cc(C(=O)N3CCC4(CC3)OCCO4)c3ccccc3n2)cc1 | 1% | 0% | 127%[activator] | -5% | 0% | 21 | -6%
Cc1ccc(-n2nc3c(=O)n(CCCC(=O)NCc4ccccc4F)nc(C)c3c2C)cc1 | -11% | ? | 5% | -1%&2% | -6% | 7&-30 | 3%&5%
CCc1ccc(N(C(=O)CNC(=O)c2ccco2)C(C(=O)NCC2CCCO2)c2ccccc2)cc1 (stereo not drawn) | -3% | -10% | 143%[activator] | -2% | -5% | ? | 0%
N#Cc1cc([N+](=O)[O-])ccc1Oc1cccc(/C=N/NC(=O)c2cccc(Cl)c2)c1 | 4% | ? | -39% | -1% | 55%[activator] | · | -4%
CC(=O)N1CC23C=CC(CC2CC12CCCCCC2)O3 (stereo not drawn) | 16% | 13% | -1% | -1% | 1% | -23 | -16%
CCOC(=O)c1c(C)[nH]c(=S)c(C#N)c1-c1ccc(OC)cc1 | 1% | 7% | -51% | ? | 41%[activator] | -10 | ?
COc1c2c(c(OC)c3ccccc13)[C@]1(OC2)O[C@H](CCO)C[C@H](O)[C@H]1O | · | · | · | · | 4% | -8 | 2%
Cc1ccc(OCc2nc(-c3ccc(C(=O)NCCc4ccc(Cl)cc4)cc3)oc2C)cc1 | · | · | · | 9% | · | 2 | 0%
Cc1ccc(C(=O)N2CCN(S(=O)(=O)c3ccccc3C#N)CC2)cc1S(=O)(=O)N1CCOCC1 | · | 7% | 105%[activator] | -14% | 5% | 0 | 1%
NNC(=O)CN1C(c2ccccc2)=Nc2ccc(Br)cc2C1c1ccccc1 (stereo not drawn) | 7% | -18% | 51% | ? | 4% | -9 | 11%
CNC(=O)CC1C(=O)N(c2ccc(Cl)cc2)C(=S)N1CCc1ccc(OC)c(OC)c1 (stereo not drawn) | 2% | -19% | 153%[activator] | -1% | ? | -36 | -6%
CCN1CCN(CCCNC(=O)c2cc3sccc3n2CC)CC1 | 2% | -9% | 1% | ? | -6% | -25 | 4%

In a second layout: results already given.
molecule,LmPK inhibitor,HCV inhibitor,AmpC inh no detg,AmpC inh detg,AMA1-RON2 inh,HCMV inh,TbPYK inhibitor
CC(=O)N1c2ccc(S(=O)(=O)N3CCC(C(=O)Nc4cccc(C)n4)CC3)cc2CC1C (stereo not drawn),2%,1.3µM*,28%,-7%,10%,-87*,3%
O=C(NC(Cc1ccccc1)C(=O)O)/C(=C/c1ccc(Br)cc1)NC(=O)c1ccc(Br)o1 (stereo not drawn),-7%,17%,-31%,0%,17%,-6,3%

Additional compounds
SMILES | LmPK inhibitor | HCV inhibitor | AmpC inh no detg | AmpC inh detg | AMA1-RON2 inh | HCMV inh | TbPYK inhibitor
COC(=O)c1c(NC(=O)Cc2cccs2)sc2c1CCCC2 | 1% | 5µM* | -31% | 5% | -10% | ? | -12%
CCOC(=O)Cc1nc(-c2ccccc2)n[nH]1 | 5% | 6% | -23% | 3% | 2% | -29 | 2%
Cc1ccc(C2=NN(S(C)(=O)=O)C(c3ccc4nccnc4c3)C2)cc1 (stereo not drawn) | -1% | -1% | -17% | 1% | -7% | 65 | -3%
Cc1cc(C)c(CSc2nnnn2-c2ccc(C(=O)O)cc2)c(C)c1 | -4% | -1% | -25% | -3% | 0% | -12 | -6%
O=C(NCC1CCCO1)C1C2C=CC3(CN(Cc4cccs4)C(=O)C13)O2 (stereo not drawn) | 1% | 15% | 3% | 2% | 0% | -15 | -2%
COc1ccccc1-c1cc(C(=O)Nc2sc3c(c2C#N)CCC(C)C3)c2ccccc2n1 (stereo not drawn) | 6% | ? | ? | -6% | 12% | 14 | -8%
Cc1cc(=S)[nH]c2c(C)cccc12 | 13% | 14% | 86%[activator] | -18% | 15% | 14 | -3%
Cc1cccc(N2C(=O)CSC23C(=O)N(Cc2cccc(C(F)(F)F)c2)c2ccccc23)c1 (stereo not drawn) | · | · | · | 0% | · | -70* | 1%
O=C(NNC(=O)c1cc(-c2ccc(Cl)cc2Cl)nc2ccccc12)Nc1ccccc1 | 2% | ? | -46% | -15% | 41%[activator] | 50 | -3%
O=C(NC(=S)Nc1nc(-c2ccccc2)cs1)c1cccs1 | 2% | 7% | -33% | 0% | 22% | 85 | -1%
CC(O)CCC(=O)NCCNC(=O)CCC(C)O (stereo not drawn) | 7% | 1% | -11% | -14% | 10% | 57 | -12%
COCCNC(=S)N1C2CCC1CC(NC(=O)NC13CC4CC(CC(C4)C1)C3)C2 (stereo not drawn) | -7% | 11% | 19% | -3% | -1% | 15 | 1%
COc1ccc(C(=O)C2CCCN(C(=O)Cn3cncn3)C2)cc1OC (stereo not drawn) | -4% | 24% | -15% | 5% | -12% | -18 | 9%
O=C1OC(N2C(=O)CC[C@H]2C(=O)Nc2ccc(F)c(F)c2)c2ccccc21 (stereo partly drawn) | -9% | 16% | 5% | -16% | 0% | 15 | 2%
Nn1c(-c2ccco2)n[nH]c1=S | 4% | 2% | -10% | -19% | 54%[activator] | -17 | -22%
Cc1c(Br)c([N+](=O)[O-])nn1CC(=O)Nc1ccc2nc3n(c(=O)c2c1)CCCC3 | 0% | -21% | 9% | -5% | -15% | -26 | 0%
c1cc2c3c(cccc3c1)-c1cnccc1-2 | · | ? | · | · | 8% | -12 | 0%
CCn1cc(S(=O)(=O)c2ccccc2)c(=O)c2cc(F)c(N3CCN(c4ccccc4)CC3)cc21 | · | · | · | -6% | · | -22 | 4%
c1ccc2sc(N3CCOCC3)nc2c1 | -25% | 16% | -16% | ? | 18% | 23 | 2%
Cc1cccc(NC(=O)c2nc[nH]c2C(=O)Nc2cc(Br)ccc2F)c1 | · | · | · | · | 103%[activator] | -88* | 5%
CC1(C(=O)O)CCCN(C(=O)c2ccc(F)cc2Cl)C1 (stereo not drawn) | · | · | · | · | -1% | ? | 3%
COC(=O)c1ccc(C2c3[nH]c4ccccc4c3C[C@H]3C(=O)N(C)CC(=O)N23)cc1 (stereo partly drawn) | 1% | 7% | 106%[activator] | 0% | -18% | 34 | -2%
CCOc1ccc(S(=O)(=O)NCCC(=O)NCC2CCCO2)cc1 (stereo not drawn) | · | 12% | -10% | -3% | 0% | -3 | 1%
Cc1ccc(C)c(N(C(=O)Cc2cccs2)C(C(=O)NC2CCCC2)c2ccc(C)o2)c1 (stereo not drawn) | 0% | 7% | ? | 2% | 7% | ? | 6%
CNC(=O)Cc1csc2ccc(C)cc12 | -4% | -12% | -2% | -7% | 9% | -2 | 0%
CCCN(CCC)S(=O)(=O)c1ccc(Cl)c(OC)c1 | 2% | -4% | 2% | -11% | 1% | -8 | 4%
CCCCn1c(CN2C(=O)c3ccccc3C2=O)nc2ccccc2c1=O | 0% | 13% | -1% | -8% | 15% | ? | -4%
Cc1ccnn1CC(=O)N/N=C/c1c[nH]c2ccccc12 | 3% | -2% | -3% | -2% | 8% | -12 | 2%
CCc1cccc(CC)c1N(COC)C(=O)Cn1c(CO)nc2ccccc21 | 7% | 7% | 102%[activator] | -14% | -8% | 1 | 0%
CCc1ccc(OCC(=O)N(Cc2ccco2)Cc2ccco2)cc1 | · | · | · | 20% | · | -3 | 0%
CCOC(=O)c1c(NC(=O)c2ccc(C)cc2)sc2c1CC(C)(C)OC2 | 2% | ? | -2% | 2% | 16% | -12 | -15%
CCOC(=O)C1(CCOC)CCN(Cc2cnc(-c3cccc(C)c3)nc2)CC1 | 6% | -19% | 165%[activator] | ? | -9% | ? | 9%
CCN(CC)C(=O)N1CCN(S(=O)(=O)c2ccc(C)c(C)c2)CC1 | 2% | ? | 3% | -7% | -2% | -21 | -7%

Fetched one by one from the entries so far (six):
SMILES | LmPK inhibitor | HCV inhibitor | AmpC inh no detg | AmpC inh detg | AMA1-RON2 inh | HCMV inh | TbPYK inhibitor
Cc1ccnn1CC(=O)N/N=C/c1c[nH]c2ccccc12 | 3% | -2% | -3% | -2% | 8% | -12 | 2%
CNC(=O)Cc1csc2ccc(C)cc12 | -4% | -12% | -2% | -7% | 9% | -2 | 0%
CCc1cccc(CC)c1N(COC)C(=O)Cn1c(CO)nc2ccccc21 | 7% | 7% | 102%[activator] | -14% | -8% | 1 | 0%
CCCCn1c(CN2C(=O)c3ccccc3C2=O)nc2ccccc2c1=O | 0% | 13% | -1% | -8% | 15% | ? | -4%
CCOC(=O)c1c(NC(=O)c2ccc(C)cc2)sc2c1CC(C)(C)OC2 | 2% | ? | -2% | 2% | 16% | -12 | -15%
COC(=O)c1ccc(C2c3[nH]c4ccccc4c3C[C@H]3C(=O)N(C)CC(=O)N23)cc1 (stereo partly drawn) | 1% | 7% | 106%[activator] | 0% | -18% | 34 | -2%

Assay outcomes from PubChem.
